Compound activity from PubChem.
DSG3 Ab inh = inhibitors of pemphigus antibody binding to DSG3, primary screen, biochemical, bead-based, flow cytometry, scFv-GFP. Desmoglein-3 (Homo sapiens), P32926. DSG3-coupled beads, scFv-anti-DSG3-GFP binding; active compounds read low. 0.48% of 310,000 active. AID 588358, 2011. binding (percent of control), % at 10 µM;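 active = binding more than 3 SD below its plate's average and above zero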;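 also: hits lower antibody fragment binding to DSG3; some compounds called inactive have numbers as strong as hits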
Target sequence (P32926 whole entry, looked up, the tested form may be a part): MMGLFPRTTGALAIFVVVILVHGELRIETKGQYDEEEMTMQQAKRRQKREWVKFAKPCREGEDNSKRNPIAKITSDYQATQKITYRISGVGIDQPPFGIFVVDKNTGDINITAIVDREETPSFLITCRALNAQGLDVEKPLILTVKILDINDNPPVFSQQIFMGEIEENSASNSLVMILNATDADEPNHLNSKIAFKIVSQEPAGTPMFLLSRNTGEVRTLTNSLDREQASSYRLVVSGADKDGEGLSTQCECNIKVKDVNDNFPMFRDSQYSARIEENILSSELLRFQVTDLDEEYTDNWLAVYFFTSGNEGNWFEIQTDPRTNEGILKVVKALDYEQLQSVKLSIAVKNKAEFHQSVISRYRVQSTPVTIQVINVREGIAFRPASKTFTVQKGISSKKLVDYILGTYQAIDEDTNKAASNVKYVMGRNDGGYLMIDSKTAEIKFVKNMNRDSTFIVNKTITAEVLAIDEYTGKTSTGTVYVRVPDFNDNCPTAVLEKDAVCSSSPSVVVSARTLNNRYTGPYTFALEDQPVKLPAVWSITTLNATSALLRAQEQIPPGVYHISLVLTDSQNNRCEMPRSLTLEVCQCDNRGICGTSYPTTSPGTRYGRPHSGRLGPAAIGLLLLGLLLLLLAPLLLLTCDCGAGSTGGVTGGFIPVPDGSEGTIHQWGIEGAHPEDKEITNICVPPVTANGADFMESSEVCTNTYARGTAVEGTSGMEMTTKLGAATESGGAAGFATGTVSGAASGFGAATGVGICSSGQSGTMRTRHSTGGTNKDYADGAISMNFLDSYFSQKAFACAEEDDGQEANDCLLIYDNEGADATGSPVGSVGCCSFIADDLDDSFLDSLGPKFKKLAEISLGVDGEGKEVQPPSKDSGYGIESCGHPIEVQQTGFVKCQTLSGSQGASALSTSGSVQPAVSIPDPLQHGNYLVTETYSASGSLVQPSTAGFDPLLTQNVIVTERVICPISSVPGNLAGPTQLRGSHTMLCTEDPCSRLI
phage Ecoli inh = growth loss of phage-infected E. coli, primary screen, RecBCD inhibitor project, absorbance, with phage, HTS; inhibition, % at 11.9 µM; 0.26% of 360,000 active; AID 651602, 2012; in the data active = inhibition above about 11%
E coli growth = E. coli V3065 growth inhibition, primary screen, counter-screen for AddAB inhibitor project, absorbance, OD600. AID 449728, 2010. 0.27% of 330,000 active. 18 h. inhibition, % at 11.9 µM;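 active = inhibition above the campaign's mean inhibition across all tested compounds plus 3 SD, cut at about 9.9% in these data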;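 also: uninfected addAB+ strain grown without phage in ampicillin broth; 0% = DMSO wells and 100% = ciprofloxacin 0.95 µg/ml wells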
AddAB inh = growth inhibition of E. coli expressing H. pylori AddAB, primary screen, AddAB inhibitor project, absorbance; inhibition, % at 11.9 µM; 0.29% of 330,000 active; AID 435030, 2010; in the data active = inhibition above about 12%;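 also: 0% = vehicle wells of infected cells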
Arrestin-AP2 inh = inhibitors of beta-arrestin/AP2 binding, primary screen, biochemical, GPCR trafficking, flow cytometry; beta-arrestin 1 C-terminal peptide binding to AP2 beta2-adaptin appendage (human); FITC-arrestin peptide / GST-AP2 beads; AP2 beta2 appendage carries R879A mutation; inhibition, % at 10 µM; 0.31% of 340,000 active; AID 504490, 2011;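 active = inhibition above a set limit, near 3 SD of compounds lacking own fluorescence, cut at about 54% in these data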;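 also: plate controls were DMSO wells for no effect and 5 µM unlabelled arrestin peptide for full effect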
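System: GST-AP2 R879A glutathione beads. Medium: PBS with 0.05% Tween 20 and 0.1% BSA. Also added: FITC-arrestin peptide, 50 nM. Incubation: 12 min plus 1 h, RT. Measured by: high-throughput flow cytometry of beads, ex 488, em 535 nm. Evaluation: percent drop in bead-associated FITC signal.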
Mot1-301 SUMO = yeast Mot1-301 growth rescue at high temperature, primary screen, SUMOylation pathway inhibitor project, S. cerevisiae, ATP luminescence, 38.5C; S. cerevisiae Mot1-301 growth rescue; percent above DMSO median, 100 means doubled; growth rescue, % at 18.8 µM; 1% of 320,000 active; AID 2716, 2010;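 active = every valid replicate shows activation above 250% relative to neutral control wells; inactive = the rest, any valid replicate at or below 250%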;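 also: OY570 slx delta 5 strain wells were the positive control but not used for scaling; some compounds called inactive have numbers as strong as hits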
PfHsp90 set2 = growth inhibition of PfHsp90-expressing yeast, primary screen, antimalarial PfHsp90 inhibitor project, S. cerevisiae, BacTiter-Glo luminescence, single point, set 2. AID 504621, 2011. 0.32% of 310,000 active. BacTiter-Glo ATP, 48 h; yeast lacking PDR1 and PDR3 efflux regulators. inhibition, % at 9.4 µM;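 active = every replicate shows inhibition above about 80%, whatever the replicate mean, limit read from the data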;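 also: 0% = DMSO neutral controls and 100% = 20 µM radicicol positive controls; yeast relying on Plasmodium falciparum Hsp90 in place of its own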
OPRM1-OPRD1 ag = agonists of OPRM1-OPRD1 heterodimerization, primary screen, cell-based, luminescence; Mu-type opioid receptor (Homo sapiens) + Delta-type opioid receptor (Homo sapiens), …; cells; activation, % at 9.3 µM; 0.3% of 340,000 active; AID 504326, 2011; in the data active = activation above about 18%;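 also: 0% = vehicle-treated cells and 100% = reference agonist; values of inactives mirror those of a sister screen read the other way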
Tat export inh = E. coli Tat export inhibitors, primary screen, MC4100, TorA-mCherry reporter, fluorescence, single point | inhibition, % at 10 µM | 0.036% of 340,000 active;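 active = mean replicate inhibition at least 50% and at least half of replicates individually reaching 50%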;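 also: exported cargo escapes ClpAP degradation while cytoplasmic cargo is degraded and loses fluorescence; 0% = median of neutral control wells and 100% = median of NaSCN control wells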
PKA-R1A act = activators of PKA-R1A holoenzyme, primary screen, biochemical, fluorescence polarization, Cy5-IP20, bovine R1A, mouse PKAc | PKA-R1A dissociation; scaled: DMSO 0%, 113 µM cGMP 100% | activation, % at 11.4 µM | 0.083% of 340,000 active;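 active = percent activation above the mean of all tested compounds plus 3 SD, cut at about 19% in these data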;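 also: higher means more PKAc released from R1A so a rise in polarization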
OPRM1-OPRD1 inv = inverse agonists of MOR-DOR heterodimerization, primary screen, cell-based, luminescence; inhibition, % at 9.3 µM; 0.21% of 340,000 active; Mu-type opioid receptor (Homo sapiens) + Delta-type opioid receptor (Homo sapiens), …; AID 504357, 2011; cell-based MOR-DOR heterodimer luminescence, inverse agonism; in the data active = inhibition above about 22%, passing the limit was not always enough;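 also: 0% = cells with DMSO and 100% = wells without cells with DMSO; values of inactives mirror those of a sister screen read the other way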
* marks the source's active call; other numbers are inactive results; . = no result given.

SMILES	DSG3 Ab inh	phage Ecoli inh	E coli growth	AddAB inh	Arrestin-AP2 inh	Mot1-301 SUMO	PfHsp90 set2	OPRM1-OPRD1 ag	Tat export inh	PKA-R1A act	OPRM1-OPRD1 inv
COc1cc(OC)c(OC)cc1CNC(=O)c1ccc(COc2ccccc2)cc1	92	0.1	1.1	5.2	-11	27	-1	1.4	3	0	-10
Cc1ccc(CNn2cnnc2SCc2ccc(F)cc2)cc1	104	2.9	-1.3	-1.8	-6	-17	.	-1.0	7	-2	4
CCc1ccc(NC(=O)CSc2nc3ccccc3c(=O)n2CCCN2CCC(C)CC2)cc1	114	4.4	-3.0	1.9	23	100	.	2.0	1	-5	-10
Cc1ccc(CCN2CC(C(=O)NCCCN3CCN(C)CC3)CC2=O)cc1 (stereo unspecified)	101	3.4	1.7	2.9	25	-11	2	-0.7	-1	-5	4
COc1ccccc1CNC(=O)COC(=O)c1cccc(S(=O)(=O)N2CCCCC2)c1	.	0.4	0.1	1.0	-1	13	10	-0.9	0	-1	5
O=C(NCC1(N2CCCCC2)CCCCC1)c1ccc(S(=O)(=O)N2CCCC2)cc1	125	0.5	0.7	0.9	11	15	-4	-0.7	-7	1	4
O=C(c1ccco1)N(CCC(c1ccccc1)c1ccco1)Cc1ccc(F)cc1 (stereo unspecified)	98	.	-0.3	-1.1	9	58	8	4.6	-4	3	-25
CC1CCN(C(=O)COC(=O)c2ccc3c(c2)OCCO3)CC1	122	2.9	-0.2	0.0	15	-12	2	-1.8	1	-5	9
COc1ccc(-c2cc(-c3ccccc3)nc(Cl)n2)cc1OC	111	-1.0	-1.7	5.0	18	139	-7	2.8	11	-1	-14
Cc1cc(NC(=O)CN2C(=O)NC(C)(c3ccccc3Cl)C2=O)no1 (stereo unspecified)	85	2.1	-0.3	1.1	-6	-18	.	-2.7	-11	-2	14
COc1cccc(C2Oc3ccccc3C3CC(c4cccs4)=NN32)c1 (stereo unspecified)	110	-3.3	-8.5	-8.4	14	15	.	.	.	.	.
Cc1nc2nc(CSc3nc4ccccc4s3)cc(=O)n2[nH]1	.	-0.5	-0.4	1.6	27	-4	-18	-2.1	0	-7	13
COC(=O)c1ccc(OCC(O)CN2CCOCC2)cc1 (stereo unspecified)	117	-0.5	-0.3	-0.7	12	20	-1	1.0	-6	-1	-5
O=P(OCC1CC1)(c1ccccc1)c1ccccc1	102	0.9	0.2	2.1	13	-15	-10	0.2	-5	-2	-1
Cc1cc(C)cc(NS(=O)(=O)c2c(C(=O)N3CCOCC3)c(C)n(C)c2C)c1	100	1.1	-0.5	0.8	8	9	10	-2.8	-2	-7	15
CC(=O)c1cccc(NC(=O)COc2nsnc2N2CCOCC2)c1	112	0.0	1.6	1.8	15	.	-21	-0.2	7	-7	1
Cc1oc(-c2ccc(Cl)cc2)cc1C(=O)O	117	3.8	3.1	3.0	-17	154	-43	-1.7	-6	0	9
Cc1ccc(SCCC(=O)N(C)CC(=O)Nc2c(C)cccc2C)cc1	115	2.5	0.4	1.4	-8	0	3	-3.9	-3	2	13
Cc1ccc(/C=C2/C(=O)ON=C2c2ccccc2)o1	.	1.7	-2.1	-1.4	-15	31	-10	-1.4	-12	2	7
CCOC(=O)c1c(NC(=O)CN2CCOCC2)sc2c1CC(C)(C)OC2	105	2.8	-1.2	1.6	24	-16	.	-2.7	-4	0	16
NC(=O)[C@@H]1CCOc2c(F)cc([N+](=O)[O-])cc2C(=O)N[C@@H](CO)C(=O)NCC(=O)N1	107	2.7	-0.7	0.8	2	24	19	-3.6	1	0	21
CCOC(=O)c1nnn(-c2nonc2N)c1-c1ccc(Br)cc1	102	1.9	0.2	-0.9	39	-3	18	-2.8	0	-7	14
CCCCc1nc2ccccc2n1CC(=O)NN	127	3.1	-1.9	2.9	38	-13	11	.	-10	-5	.
CCn1cc(CN2N=C(C)CC2c2ccccc2)c(C)n1 (stereo unspecified)	113	4.7	-1.1	-1.9	-4	124	1	-0.2	4	-2	1
Cc1cc(NC(=O)CSC2=NS(=O)(=O)c3ccccc3N2)no1	111	2.9	0.6	0.2	-31	5	0	-0.1	1	-3	0
CC(C)CCOc1cccc(C2c3c(oc4ccccc4c3=O)C(=O)N2CCCN2CCOCC2)c1 (stereo unspecified)	102	1.4	.	.	11	.	.	-1.7	0	-3	9
COc1cccc2cc(-c3nnc(SCC(=O)NCCc4ccccc4)n3C)oc12	81	2.1	0.2	0.7	30	5	23	-0.5	-7	-8	3
CC(C)C(=O)N1CCN(CCN2C(=O)c3cccc4cccc(c34)C2=O)CC1	103	1.3	.	.	-2	.	-43	-3.9	-2	-1	17
Cn1c(CNC(=O)c2ccccc2F)nnc1SCc1ccc(Cl)cc1	101	1.8	1.1	3.2	-7	.	26	0.7	5	-7	-4
O=C(NCCOC(=O)c1ccccc1C(=O)OCCNC(=O)c1cccnc1)c1cccnc1	103	3.0	2.7	0.0	0	39	.	-2.2	0	-4	10
COc1ccc(Cl)cc1C(=O)Nn1c(-c2cccs2)nc2ccccc2c1=O	84	1.4	-1.1	2.8	-12	9	-3	-2.4	-11	-19	16
COC(=O)C(Cc1c[nH]c2ccccc12)NC(=O)C(C)C (stereo unspecified)	102	2.1	-1.2	2.4	7	-6	-4	0.4	31	-6	-2
COc1ccc(CCNC(=O)CCn2c(=O)[nH]c3cc(OC)c(OC)cc3c2=O)cc1OC	.	1.9	2.1	3.0	-5	71	13	-2.5	3	-1	15
O=C(O)c1cccnc1Sc1ncnc2sc3c(c12)CCC3	99	2.5	-3.2	0.3	-1	7	-20	-2.9	0	1	15
Cc1cccc(C(=O)Oc2cccc3c(O)cccc23)c1	139	5.6	-1.0	1.9	-30	-1	-14	5.7	1	-7	-28
COc1ccc(CCNC(=O)C(CCC(N)=O)NS(=O)(=O)c2ccc(Cl)cc2)cc1OC (stereo unspecified)	93	1.5	-0.7	-0.6	10	-7	-5	-0.4	1	-11	2
CC(=O)Oc1ccccc1C1=NN(C(=O)/C=C/c2ccccc2)C(c2ccccc2)C1 (stereo unspecified)	90	0.0	-1.0	4.2	18	-10	-14	-2.0	-4	-1	11
Cc1cccc(OC(C)C(=O)OCC(=O)Nc2sccc2C(N)=O)c1 (stereo unspecified)	114	4.1	0.7	1.6	-8	2	-8	2.7	-1	6	-11
NC1C2CN(c3nc4c(cc3F)c(=O)c(C(=O)O)cn4-c3ccc(F)cc3F)CC12 (stereo unspecified)	98	.	98*	100*	53	-8	4	-2.8	109*	-3	16
O=C(CNC1CCCCC1)Nc1ccc([N+](=O)[O-])cc1C(=O)Nc1ccccc1F	96	0.1	-0.1	-1.3	-5	-14	24	3.4	0	1	-19
CCOC(=O)c1cccc(NC(=O)CCS(=O)(=O)c2cccs2)c1	100	1.4	1.5	-0.5	24	-6	.	0.0	3	-4	0
COCc1[nH][nH]c(=O)c1C=Nc1ccc(Oc2ccccc2)cc1	83	2.5	-2.3	-0.7	-9	37	11	-0.9	-7	-10	5
C=CCn1c(SCC(=O)NCCc2ccccc2)nnc1C1CC1	113	-2.2	1.0	-0.3	7	2	-37	-2.0	0	3	10
O=C1CCC(C(=O)OCC(=O)C23CC4CC(CC(C4)C2)C3)N1 (stereo unspecified)	101	0.6	0.1	2.7	19	9	5	-2.5	-12	0	11
COc1ccc(NC(=O)Cn2c(=O)oc3ccccc32)cc1	87	3.2	-0.9	-0.2	17	10	-17	-2.8	-2	-4	14
Cc1nn(-c2ccccc2)c(=O)c2noc(C)c12	106	0.5	-2.6	-3.0	29	-6	-14	-1.9	4	-5	10
COc1ccccc1CNC(=O)COC(=O)c1ncc(Cl)c(Cl)c1Cl	83	3.0	-0.5	-0.2	15	-5	10	-0.7	-2	-9	5
CCOC(=O)[C@@H]1[C@H]2COc3cc(OC)ccc3[C@@H]2N2C(=O)N(c3ccc(C(F)(F)F)cc3)C(=O)[C@]12C	106	2.7	3.8	3.1	-1	-4	1	2.8	-1	5	-16
O=C1c2ccc([N+](=O)[O-])cc2NC(c2ccco2)N1/N=C/c1ccco1 (stereo unspecified)	99	-0.1	1.4	0.2	0	23	-16	2.5	-6	-19	-13
O=C(COc1ccccc1)NC1CCCCCCC1	.	1.6	-1.9	2.5	8	0	1	-0.4	-2	-8	2
COc1ccc(-n2nc(C(=O)NCC(=O)NCCCN3CCOCC3)c3ccccc3c2=O)cc1	105	0.6	-1.6	2.5	3	14	0	0.2	1	0	-1
CC1CCC(C(C)C)C(OC(=O)C[n+]2cccc(C(N)=O)c2)C1 (stereo unspecified)	.	1.4	-1.6	0.3	8	-13	1	-0.3	3	-3	2
O=C(CCn1c(=O)oc2ccccc21)Nc1ccc(N2CCOCC2)cc1	116	1.6	-0.6	3.7	10	-13	-8	-3.0	2	2	16
CC(=O)N1[C@H](C)C=C[C@]1(Cc1ccccc1)C(=O)NCCc1c[nH]c2ccccc12	103	.	1.4	0.9	0	247	-6	-2.5	-7	-6	14
O=C(Nc1cccc(Cl)c1)N1CCN2C(=O)c3ccccc3C12c1ccccc1 (stereo unspecified)	107	2.4	1.6	2.0	0	-8	48	14	9	-5	-58
COc1ccc(/C=C(/C#N)C(=O)Nc2cccc([N+](=O)[O-])c2)cc1C(=O)O	88	0.9	0.6	1.5	24	113	-11	-0.9	-2	11	5
CCOc1ccc(CN2CCC(C(=O)N3CCN(c4ccccc4F)CC3)CC2)cc1OC	.	-3.4	-1.4	1.6	2	-1	0	0.3	1	-15	-2
COc1ccc(-c2c3c(=O)n(C)c(=O)n(C)c3cn2-c2ccccc2O)cc1	101	0.8	-0.3	-0.2	11	-2	12	-1.8	3	-12	10
O=C(OCc1ccc([N+](=O)[O-])cc1)c1cc([N+](=O)[O-])ccc1N1CCOCC1	95	1.2	0.6	-0.2	4	0	8	-0.4	-2	-6	3
